Assay outcomes deposited in PubChem by several laboratories.
Mac1 fbg enh: increases human CD11b/CD18 adhesion to fibrinogen; K562 CD11b/CD18 adhesion to fibrinogen, ATPlite luminescence; activation, % at 10 µM; hit rate 0.07% among 93,000; AID 1499;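 active = 10 µM primary screen giving 50% or more activity, confirmed by 40% or more on retest at that dose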; also: strong numbers were not always called active; reference of the scale not given here
Target sequence (P05107 whole entry, looked up, other chains not shown): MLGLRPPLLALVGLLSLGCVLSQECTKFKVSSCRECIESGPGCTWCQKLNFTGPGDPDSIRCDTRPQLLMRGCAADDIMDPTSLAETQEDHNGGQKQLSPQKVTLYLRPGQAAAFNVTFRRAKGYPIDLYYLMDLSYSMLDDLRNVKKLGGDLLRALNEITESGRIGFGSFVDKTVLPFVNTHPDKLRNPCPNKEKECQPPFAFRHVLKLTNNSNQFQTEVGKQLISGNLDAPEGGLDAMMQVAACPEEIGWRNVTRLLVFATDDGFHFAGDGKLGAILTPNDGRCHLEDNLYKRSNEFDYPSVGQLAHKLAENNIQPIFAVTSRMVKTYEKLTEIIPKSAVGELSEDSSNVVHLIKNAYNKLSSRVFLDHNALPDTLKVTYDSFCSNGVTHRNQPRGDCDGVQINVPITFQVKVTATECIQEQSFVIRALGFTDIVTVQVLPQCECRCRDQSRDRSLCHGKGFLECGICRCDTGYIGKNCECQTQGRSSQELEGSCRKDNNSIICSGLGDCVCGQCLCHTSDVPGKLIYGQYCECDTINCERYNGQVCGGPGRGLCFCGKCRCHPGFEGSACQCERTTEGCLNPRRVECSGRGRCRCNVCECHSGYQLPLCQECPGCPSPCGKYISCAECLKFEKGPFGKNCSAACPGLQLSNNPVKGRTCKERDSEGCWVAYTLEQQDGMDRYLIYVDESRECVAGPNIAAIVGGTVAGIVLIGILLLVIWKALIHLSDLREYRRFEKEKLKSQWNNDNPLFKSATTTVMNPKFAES
ERb SRC1 inh: blocks coactivator binding to human estrogen receptor beta | TR-FRET ER-beta LBD / SRC1-Cy5 peptide binding; receptor agonist-loaded with 1 µM estradiol | inhibition, % at 25.6 µM | hit rate 1.3% among 86,000 | AID 633;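 active = compounds whose percent inhibition of the receptor-coactivator binding signal exceeds about 50% in the single-dose screen, limit read from the data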;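 also: 0% = receptor plus peptide wells without compound and 100% = peptide-only wells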
MT1-MMP txn act: activates MT1-MMP transcription | activation factor at 10 µM | hit rate 0.16% among 86,000 | AID 750 | HT1080 MT1-MMP promoter luciferase reporter, luminescence, overnight; stronger effect = higher value;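 active = activation factor of at least 2 for MT1-MMP transcription at 10 µM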
Smad3 FoxH1 inh: Smad3 (human) transcription factor binding inhibition; P84022; TR-FRET Smad3/Dy647-FoxH1 peptide binding, europium anti-His; inhibition, % at 25 µM; hit rate 0.29% among 88,000;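 active = compounds that reduce the energy-transfer binding signal between the protein and its labelled peptide by more than half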;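 also: 0% = Smad3 plus labelled peptide maximal FRET and 100% = peptide-only background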
sEH activator: activators of human soluble epoxide hydrolase; P34913; purified human sEH enzymatic activity, activator screen; activation, % at 2 µM; hit rate 0.04% among 91,000; in the data active = activation above about 37%; also: values of inactives mirror those of a sister screen read the other way
ERa SRC1 pot: enhances coactivator binding to human estrogen receptor alpha; P03372; TR-FRET ERalpha-LBD/SRC-Cy5 coactivator binding, 2 h; 100 = basal binding, no effect; coactivator binding (% of control), % at 25.6 µM; hit rate 1.3% among 86,000; in the data active = activity above about 200%;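 also: binding measured in presence of low estradiol as agonist stimulus; 0% = peptide alone without receptor and 100% = receptor with peptide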
Calb biofilm kill: kills Candida albicans biofilms. C. albicans biofilm + clotrimazole, Alamar Blue. inhibition, % at 6 µM. hit rate 0.14% among 85,000;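 active = inhibition above 20%; inactive = inhibition below 20%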;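 also: preformed 24 hr biofilms exposed to compound for 48 hr; 0% = biofilm without compound and 100% = blank killed by clotrimazole plus chlorhexidine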
CD11b adhes inh: CD11b/CD18-fibrinogen binding inhibition. K562 CD11b/CD18 adhesion to fibrinogen, ATPlite luminescence; Mn2+ added to activate the integrin. inhibition, % at 10 µM. hit rate 0.54% among 93,000. AID 1497;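 active = primary inhibition of 50% or more at 10 µM, then 40% or more on retest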; also: some results filed as inactive read as strong as hits
sEH inh: blocks human soluble epoxide hydrolase activity; AID 707; hit rate 0.34% among 91,000; inhibition, % at 2 µM; P34913; recombinant human sEH enzymatic activity assay; in the data active = inhibition above about 80%; also: values of inactives mirror those of a sister screen read the other way; many of its hits are not listed in these tables
The depositor's hits bear a star; x = no result given; [ ] = remark or other dose. This is a subset, so the mix of outcomes need not match the whole.

SMILES | Mac1 fbg enh | ERb SRC1 inh | MT1-MMP txn act | Smad3 FoxH1 inh | sEH activator | ERa SRC1 pot | Calb biofilm kill | CD11b adhes inh | sEH inh
O=Cc1cn(-c2ccccc2)nc1-c1cc2c(ccc3ccccc32)oc1=O | 6.7 | 38.3[fluorescence artefact?] | 1.2 | 4.1[fluorescence artefact?] | 14.4 | 229.8*[fluorescence artefact?] | 0.2 | -22.4 | -11.4
S=c1[nH]nc(-c2cc(-c3ccco3)[nH]n2)n1-c1ccccc1 | x | -14.0 | 1 | -11.3 | 7.8 | 58.6 | -1.1 | x | -4.0
COc1ccccc1N1CCN(C(=O)CSc2nc3ccccc3[nH]2)CC1 | -1.0 | -13.4 | 1.2 | -10.6 | 11.2 | 101.1 | 8.1 | 7.0 | -13.3
Cc1ccc(C(=O)CC2(O)C(=O)N(Cc3ccccc3Cl)c3ccccc32)o1 (stereo unspecified) | 0.4 | 2.9 | 1.1 | 0.8 | 31.1 | 104.7 | 4.6 | 24.9 | -31.8
CCOC(=O)C1CCN(c2c(N(C)Cc3ccco3)c(=O)c2=O)CC1 | -1.7 | -8.8 | 1.1 | 3.7 | -3.4 | 99.1 | 21.8* | -5.0 | 3.4
Cc1cc(C(=O)CSc2nnc(Nc3ccccc3F)s2)c(C)n1CC1CCCO1 (stereo unspecified) | 2.6 | 7.1 | 1.2 | 3.0 | -1.5 | 107.2 | 3.7 | 13.4 | 1.2
COc1ccc(OC)c(-c2nc(C)sc2CC(=O)O)c1 | -3.9 | 10.9 | 1 | -8.7 | -11.3 | 100.0 | 6.5 | -13.8 | 14.5
COc1ccc(Nc2oc(COc3ccc(OC)cc3)nc2C#N)cc1 | x | 10.5[fluorescence artefact?] | 1 | -8.6 | 20.4 | 81.2[fluorescence artefact?] | -2.1 | x | -21.3
Cc1ccc(NCc2nnc(SCC(=O)Nc3cc(C)on3)n2C)cc1 | x | -14.0 | 1.3 | 1.5 | 0.2 | 104.1 | 3.7 | x | 3.5
CC(C)(C)C1CCC2(CC1)C(C#N)=C(SCC(=O)Nc1ccccc1)NC(=O)C2C#N (stereo unspecified) | -11.8 | 3.0[fluorescence artefact?] | 1.1 | 6.8 | x | 87.3[fluorescence artefact?] | 7.8 | 103.2 | x
CCN(C)c1ccc(/C=N\n2nnnc2N)cc1 | 0.7 | x | 1 | x | -7.3 | x | x | 20.7 | 9.7
CCCc1nn(C)c2c1C(c1cccnc1)C(C#N)=C(N)O2 (stereo unspecified) | x | -15.2 | 1.1 | 2.4 | -3.9 | 123.2 | 3.4 | x | 6.6

Structural class, those above with an NH in an aromatic ring.
SMILES | Mac1 fbg enh | ERb SRC1 inh | MT1-MMP txn act | Smad3 FoxH1 inh | sEH activator | ERa SRC1 pot | Calb biofilm kill | CD11b adhes inh | sEH inh
S=c1[nH]nc(-c2cc(-c3ccco3)[nH]n2)n1-c1ccccc1 | x | -14.0 | 1 | -11.3 | 7.8 | 58.6 | -1.1 | x | -4.0
COc1ccccc1N1CCN(C(=O)CSc2nc3ccccc3[nH]2)CC1 | -1.0 | -13.4 | 1.2 | -10.6 | 11.2 | 101.1 | 8.1 | 7.0 | -13.3

Remaining list, next part:
SMILES | Mac1 fbg enh | ERb SRC1 inh | MT1-MMP txn act | Smad3 FoxH1 inh | sEH activator | ERa SRC1 pot | Calb biofilm kill | CD11b adhes inh | sEH inh
N#Cc1c(N)c(C(=O)c2ccccc2)n2c1CCCC2 | -0.6 | -2.6 | 1.1 | 0.8 | -5.7 | 102.1 | 8.7 | -15.5 | 8.4
CCn1c(C)nc2cc(C(=O)OCCC(F)(F)F)ccc21 | -6.1 | -0.7 | 1.4 | 8.7 | x | 119.3 | -2.2 | 5.7 | x
COc1cc(NC(=O)CN2CC(c3ccccc3)CC2=O)cc(OC)c1 (stereo unspecified) | x | -8.6 | 1.1 | 4.4 | x | 82.7 | 20.4* | x | x
Cn1c(Cl)c(/C=N/OC(=O)c2ccc(Cl)cc2)c2ccccc21 | -3.2 | x | x | x | 0.8 | x | x | 0.8 | 1.2
Cc1oc(-c2ccccc2)cc1C(=O)Nc1cccc(C(=O)O)c1 | -8.2 | 6.4 | 1.3 | 4.2[fluorescence artefact?] | -1.1 | 109.1 | 5.8 | x | 3.6
CC1CCN(C(=O)CSc2nnc(Cn3c(=O)sc4ccccc43)n2C)CC1 | x | -6.9 | 1 | -8.0 | x | 100.1 | 9.6 | x | x
Cc1nnc(SCC(=O)NCc2ccc(Cl)cc2)[nH]c1=O | 0.3 | 1.4 | 1.1 | 11.6[fluorescence artefact?] | x | 82.9 | 1.0 | -6.3 | x
COc1ccccc1NC=C1C(=O)OC(C)(C)OC1=O | -0.9 | -5.6 | 1.4 | -2.8 | x | 119.5 | 5.7 | 2.3 | x
COc1ccc(F)cc1S(=O)(=O)N1CCCN(S(=O)(=O)c2cc(F)ccc2OC)CC1 | 1.6 | -6.0 | 1.1 | -0.6 | 1.8 | 121.7 | 9.1 | 8.7 | 3.1
COc1cc(/C=N/NC(=O)c2c(-c3ccccc3)noc2C)ccc1O | -4.4 | x | x | x | 5.3 | x | x | 1.3 | -3.0
CN(Cc1ccccc1)c1nc2c(c(=O)[nH]c(=O)n2C)n1CCCc1ccccc1 | 0.9 | -12.8[fluorescence artefact?] | 1.1 | 4.7 | -14.7 | 92.6 | 3.5 | -14.3 | 16.4
COc1ccc(CC(=O)N2CCCc3ccccc32)cc1OC | -3.4 | -12.2 | 1 | 7.7 | -2.3 | 105.5 | 4.0 | 15.7 | 5.4
Cc1ccc2c(c1)C(c1ccccc1)N(C(=O)C(C)C)CC(=O)N2 (stereo unspecified) | 1.6 | 1.4 | 1 | -1.4 | x | 111.8 | 12.9 | -56.0 | x
Cc1cc2ccccc2n1CCNC(=O)COc1ccccc1 | 3.4 | 3.2[fluorescence artefact?] | 0.9 | 5.9 | -6.8 | 69.0[fluorescence artefact?] | 7.1 | -35.8 | 10.6
Cc1cccc(-n2nc(C)cc2N)c1 | x | -1.0 | 1.2 | 9.5 | -2.5 | 93.8 | 4.2 | x | 2.3
CSc1ccc(S(=O)(=O)NCCOc2ccccc2C)cc1 | -3.5 | -7.1[fluorescence artefact?] | 1.2 | 0.1 | 0.1 | 108.7 | 5.2 | 12.7 | 3.6
CC1(C)C=C(c2ccc(O)cc2)CC(C)(C)N1 | -1.7 | -4.6 | 1.1 | -8.8 | -2.8 | 115.4 | 7.1 | 2.8 | 4.3
COc1cc(OC)cc(C(=O)OCn2nnc3ccccc3c2=O)c1 | 2.4 | -3.7 | 1.2 | -1.4 | x | 114.4 | 5.9 | -1.3 | x
CCCCCC(=O)Nc1nc(C)c(-c2csc(Nc3ccccc3OCC)n2)s1 | 4.4 | x | x | x | -31.8 | x | x | 0.5 | 32.3
CCOc1cc(C)c(C(C)C)cc1S(=O)(=O)n1ccc(C)n1 | 1.9 | -8.3 | 1.1 | -2.0 | 2.1 | 95.0 | 0.7 | -1.9 | -4.3
COc1cccc(C(=O)COC(=O)C(C)N2C(=O)C3C4C=CC(C4)C3C2=O)c1 (stereo unspecified) | -1.6 | -20.5 | 1.1 | 7.7 | 9.7 | 106.9 | 3.6 | -8.7 | -10.5
O=S(CC(O)COCc1ccc(Cl)cc1)c1ccccn1 (stereo unspecified) | -3.0 | -1.0 | 1.1 | 6.0 | -3.7 | 101.1 | 11.3 | -12.5 | 4.4
CCOC(=O)CCC(=O)N1CCOCCOCCN(C(=O)CCC(=O)OCC)CCOCC1 | 1.3 | -1.9 | 1.4 | -10.6 | 15.1 | 72.8 | 0.3 | -18.1 | -16.2
C=C(C)CN=c1scc(C)n1/N=C/c1ccco1 | 1.4 | 15.2 | 1 | -3.1 | x | 109.0 | 8.2 | -2.2 | x
O=C(c1ccccc1)c1c[nH]c(C(=O)NCc2cccnc2)c1 | 6.0 | x | x | x | 9.0 | x | x | 0.4 | -6.3
CCOC(=O)Cn1nnnc1C(C(C)C)N(Cc1cccs1)Cc1cc2cc(C)ccc2[nH]c1=O (stereo unspecified) | 1.3 | -2.4 | 1.1 | 0.8 | -6.7 | 87.8 | 1.4 | 4.1 | 5.0
CC(C)OCCCN1CN(S(=O)(=O)c2ccc(Cl)cc2)c2nc3ccccc3nc21 | -5.2 | -5.1 | 1 | 1.7 | 18.6 | 95.3 | 3.8 | -6.3 | -21.9
N#CC1=C(N)Oc2n[nH]c(-c3ccccc3)c2C1c1ccncc1 (stereo unspecified) | -0.7 | -3.1 | 1 | -3.5 | -10.2 | 124.9 | 7.8 | -3.4 | 8.2
O=C(O)c1ccccc1NCc1ccncc1 | 2.7 | x | 1.1 | x | 0.0 | x | x | -2.3 | -1.0
Cc1ccc(S(=O)(=O)N(C)CCCC(=O)NCc2ccc3c(c2)OCO3)cc1 | 0.9 | 20.1[fluorescence artefact?] | 1.4 | -12.4 | -13.1 | 101.0 | 5.2 | 39.6 | 17.5
Cc1ccc(-n2c3c(cc(C(=O)O)c2=O)C(=O)CC(C)(C)C3)cc1 | 0.3 | -4.7 | 1.2 | 4.0 | -3.6 | 115.8 | 5.4 | -30.7 | 4.1
CCOC(=O)/C(=N\Nc1cc(C(F)(F)F)ccc1Cl)N(CC)CC | -0.7 | x | x | x | 8.8 | x | x | 4.4 | -8.0
O=C(Cn1cnc2c(nnn2Cc2ccc(F)cc2)c1=O)NCc1ccco1 | x | 21.1 | 1.1 | 7.6 | -3.8 | 76.1 | 9.1 | x | 1.8
COC(=O)/C=c1/s/c(=C(/C#N)C(=O)NCc2ccccc2)n(-c2ccccc2)c1=O | 0.6 | -6.4 | 1.2 | 15.6 | -8.6 | 102.3 | -0.2 | -5.4 | 9.3
COc1cccc(NC(=O)C(NC2CCCC2)c2ccccc2)c1 (stereo unspecified) | -2.6 | 2.5 | 1.2 | -5.2 | 1.7 | 93.9[fluorescence artefact?] | 1.4 | 3.4 | 1.9
COCCNC(=O)CN(c1ccc(C)cc1)S(=O)(=O)c1ccc(SC)cc1 | 1.9 | 12.8 | 1.1 | -4.9 | x | 69.5 | -0.2 | -4.8 | x
O=C(Cn1c(=O)sc2ccccc21)Nc1ccc(S(=O)(=O)N2CCCC2)cc1 | -5.5 | -0.6 | 1.1 | 6.8 | -33.5 | 98.9 | 4.5 | -5.3 | 34.4
O=C(Cn1c(=O)n(CC2CCCO2)c(=O)c2ccccc21)c1ccc(Cl)c(Cl)c1 (stereo unspecified) | -3.1 | 7.8 | 1.1 | 8.5[fluorescence artefact?] | -8.3 | 144.9[fluorescence artefact?] | 5.2 | -11.4 | 10.3
CC1CCc2c(sc(NC(=O)CSc3ncnc4c3cnn4-c3ccccc3Cl)c2C#N)C1 (stereo unspecified) | x | -9.4 | 1 | 2.6 | 2.5 | 111.5 | 1.8 | x | -0.8
COC(=O)Cc1cc(OC)c(OC)cc1Cc1cc(OC)c(OC)cc1CC(=O)OC | 4.5 | x | x | x | 6.9 | x | x | -27.6 | -6.9
Fc1cccc(Cl)c1Cc1noc(/C=C/c2ccccc2)n1 | -1.6 | x | x | x | 2.5 | x | x | -9.9 | -0.5
Cc1onc(-c2c(F)cccc2Cl)c1C(=O)OCC(=O)Nc1c(C)n(C)n(-c2ccccc2)c1=O | 0.2 | 13.1[fluorescence artefact?] | 1 | -3.6 | x | 98.8 | 2.7 | 5.2 | x
COc1ccc(CNC(=O)Cn2c(=O)oc3ccccc32)cc1OC | -2.7 | -0.3 | 1 | -12.0 | 4.0 | 94.9 | 4.5 | 5.6 | -5.2
COc1cc(-c2nc3ccccc3s2)ccc1O | 1.0 | -18.9 | 1.6 | 1.1 | 4.3 | 97.1 | 4.3 | 10.2 | -2.3
O=C1c2ccccc2C(=O)N1c1n[nH]c(CCc2ccccc2)n1 | -3.8 | -28.7 | 1.2 | -7.8 | -1.9 | 111.8 | 1.5 | -9.1 | 4.0
